Compound activity (PubChem BioAssay)
FLuc inhib CS: inhibits firefly luciferase, flagging false hits in luciferase inhibition screens; P08659; ATPLite firefly luciferase biochemical luminescence, 10 min; inhibition, % at 10 µM; actives 1.5% (n = 200,000); AID 1006;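 active = inhibition above about 50% when tested at 10 µM, limit read from the data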
Target sequence (P08659 whole entry, looked up): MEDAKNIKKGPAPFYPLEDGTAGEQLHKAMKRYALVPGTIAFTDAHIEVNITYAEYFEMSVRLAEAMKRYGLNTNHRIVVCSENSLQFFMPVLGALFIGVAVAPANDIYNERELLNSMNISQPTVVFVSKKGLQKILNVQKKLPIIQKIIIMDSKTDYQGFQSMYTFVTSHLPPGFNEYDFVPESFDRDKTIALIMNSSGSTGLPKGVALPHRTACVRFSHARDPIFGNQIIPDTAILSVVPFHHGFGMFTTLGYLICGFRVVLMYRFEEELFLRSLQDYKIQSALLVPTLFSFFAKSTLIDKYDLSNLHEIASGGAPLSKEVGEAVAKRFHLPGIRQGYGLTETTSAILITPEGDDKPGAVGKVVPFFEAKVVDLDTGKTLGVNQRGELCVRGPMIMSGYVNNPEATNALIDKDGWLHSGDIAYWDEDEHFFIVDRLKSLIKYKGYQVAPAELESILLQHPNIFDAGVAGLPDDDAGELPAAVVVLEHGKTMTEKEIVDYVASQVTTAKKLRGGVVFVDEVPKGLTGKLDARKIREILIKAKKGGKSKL
APP transl inh: APP translation inhibition; SH-SY5Y APP 5'UTR-luciferase reporter, luminescence; actives 0.82% (n = 190,000); inhibition, % at 2 µM;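 active = inhibition above a set limit, derived from the sample mean plus 3 SD, cut at about 45% in these data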; note: values of inactives mirror those of a sister screen read the other way
TNAP inh hiacc: inhibitors of human TNAP at high phosphate acceptor concentration | purified TNAP, CDP-star luminescence, 1 M DEA | P05186 | actives 0.03% (n = 200,000) | inhibition, % at 20 µM;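 active = over 50% inhibition of tissue-nonspecific alkaline phosphatase at 20 µM in the single-dose screen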;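 note: plate controls were DMSO wells for no effect and EDTA-quenched wells as full inhibition for full effect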
Target sequence (P05186 whole entry, looked up): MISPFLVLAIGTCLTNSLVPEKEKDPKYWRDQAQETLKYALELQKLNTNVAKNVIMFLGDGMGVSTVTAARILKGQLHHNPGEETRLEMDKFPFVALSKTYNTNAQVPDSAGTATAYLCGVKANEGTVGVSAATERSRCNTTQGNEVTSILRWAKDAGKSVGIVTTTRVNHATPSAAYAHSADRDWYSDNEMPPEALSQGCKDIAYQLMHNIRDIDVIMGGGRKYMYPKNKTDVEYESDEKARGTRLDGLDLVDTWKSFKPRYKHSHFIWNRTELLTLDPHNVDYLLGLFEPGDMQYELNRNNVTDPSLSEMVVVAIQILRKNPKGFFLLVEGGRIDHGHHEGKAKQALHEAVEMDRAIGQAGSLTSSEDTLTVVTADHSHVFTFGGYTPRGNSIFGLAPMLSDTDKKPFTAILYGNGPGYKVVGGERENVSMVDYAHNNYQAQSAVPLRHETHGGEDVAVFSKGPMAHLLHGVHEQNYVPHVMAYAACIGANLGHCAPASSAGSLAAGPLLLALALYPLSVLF
TNAP inh no acc: inhibitors of human TNAP without phosphate acceptor. P05186. purified TNAP, CDP-star luminescence, 30 min. inhibition, % at 20 µM. actives 0.26% (n = 200,000). AID 1012;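 active = tissue-nonspecific alkaline phosphatase inhibition above about 50% at 20 µM in the single-dose screen, limit read from the data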;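 note: 0% = DMSO negative control and 100% = EDTA positive control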
RAM network inh: inhibitors of the yeast RAM network. inhibition, % at 50 µM. actives 1.8% (n = 190,000). S. cerevisiae dse1pr::URA3 reporter, 5-FOA growth OD615, 2 d; analog-sensitive cbk1-as2 kinase mutant strain;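 active = inhibition above a set limit, 3 SD over mean compound inhibition, cut at about 8.4% in these data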;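 note: 0% = DMSO-only wells with no growth and 100% = 10 µM 1-NA-PP1 full growth; inhibition rescues growth on 5-FOA so higher OD means more RAM inhibition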
TNAP act hiacc: TNAP (human) activation, high acceptor. P05186. activation factor at 20 µM. 200,000 tested, under 10 active. AID 1136. purified TNAP, CDP-star luminescence, 1 M DEA, 30 min; active compounds read high; 0 = EDTA background, 1 = DMSO-only activity;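 active = activation factor at least 2 at 20 µM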
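Assay system: human TNAP; Input: enzyme diluted 1/800 final; Reagent: CDP-star luminogenic substrate at 100 µM final; Timing: 30 min, room temperature; Signal: luminescence; Evaluation: TNAP activation factor scaled between EDTA and DMSO control wells.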
bIAP act: intestinal alkaline phosphatase (bovine) activation; activation factor at 20 µM; AID 1016; purified bovine IAP, CDP-star luminescence, 30 min; active compounds read high; fold of DMSO-control signal, blank-subtracted; actives 0.17% (n = 200,000);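 active = activation factor of 2 or more at 20 µM, a signal rise over negative controls twice the positive control's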
bIAP inh: blocks bovine intestinal alkaline phosphatase activity; purified bovine IAP, CDP-star luminescence, 30 min; inhibition, % at 20 µM; 190,000 tested, under 10 active; AID 1019;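 active = over 50% inhibition of intestinal alkaline phosphatase at 20 µM in the single-dose screen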
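Assay system: bovine IAP enzyme; medium: DEA buffer 100 mM, pH 9.8, with MgCl2 1.0 mM, ZnCl2 0.02 mM; doses: 20 µM single dose; incubation: enzyme reaction for 30 min at room temperature; detection: CDP-star luminescence signal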
FLuc act counter: affects firefly luciferase, flagging false hits in luciferase stimulation screens; ATPlite luciferase biochemical, luminescence, 10 min; 0 = ATP-free wells, 1 = DMSO control; 200,000 tested, under 10 active; AID 1027; activation factor at 10 µM; P08659;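 active = luciferase activation factor, scaled between plate controls, of at least 2 with compound at 10 µM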
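Assay system – cell-free luciferase reagent · Medium – PBS-based ATP solution · Dosing – test compounds dosed from 2 mM stocks in 100% DMSO · Timing – 10 min, room temperature · Technique – light output (luminescence) · Measure – luminescence gain marking luciferase activators · Controls – No-ATP low control, compound-free enzyme-plus-ATP high control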
L major viab: inhibitors of Leishmania major promastigote growth. Leishmania major promastigotes, resazurin fluorescence viability. inhibition, % at 10 µM. actives 9% (n = 200,000). AID 1063; in the data active = inhibition above about 50%;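 note: promastigotes grown with compound for 44 hours at 28 °C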
Active calls of the source: *; / = no result given.

1	Cc1cc(C)cc(N(C(=O)CCC(=O)Nc2cc(C)on2)C(C(=O)NC2CCCC2)c2ccco2)c1 (stereo not given)
2	Cc1cc(Cl)ccc1OCCCC(=O)N1CCCc2ccccc21
3	COc1cc(NS(=O)(=O)c2ccc(C)c(C)c2)c(OC)cc1Cl
4	Cc1cc(C)nc(NC(=S)Nc2ccc(F)cc2F)c1
5	O=C(Nc1ccccc1C1CC1)c1cccs1
6	CN1C(=O)C(O)(CC(=O)c2ccccn2)c2cc(Br)ccc21 (stereo not given)
assay / entry,1,2,3,4,5,6
FLuc inhib CS,-5,-5,-4,1,-4,-13
APP transl inh,-13,2,7,-18,-5,-2
TNAP inh hiacc,-2,6,-1,-1,-7,-4
TNAP inh no acc,-3,-6,-8,-4,-18,-5
RAM network inh,-1.3,2.8,4.0,7.0,1.1,-0.2
TNAP act hiacc,1,0.9,1,1,1.1,1
bIAP act,1.1,0.9,0.8,0.6,0.9,0.9
bIAP inh,-6,8,19,38,5,11
FLuc act counter,1.1,1.1,1,1,1,1.1
L major viab,88*,18,1,-3,-1,7

7	Cc1cccc(-c2nnc3n2N=C(c2ccc(Br)cc2)CS3)c1
8	Nc1nnc(C(c2ccccc2)c2ccccc2)s1
9	CC1(C(=O)O)CCC(C(=O)Nc2ccc3ccccc3c2)C1(C)C (stereo not given)
10	O=C1c2cccc3cccc(c23)C(=O)N1OS(=O)(=O)c1ccc(Cl)cc1
11	O=[N+]([O-])c1ccccc1/C=N/n1c(COc2ccccc2)n[nH]c1=S
12	COc1ccc(/C=N/NC(=O)c2ccoc2C)cc1COc1c(C)cccc1C
assay / entry,7,8,9,10,11,12
FLuc inhib CS,-3,-2,-4,-3,-4,-6
APP transl inh,/,3,1,/,-19,-22
TNAP inh hiacc,-2,-1,-4,-3,2,-11
TNAP inh no acc,-1,-8,-11,-8,2,-13
RAM network inh,/,0.9,1.0,4.6,4.2,0.9
TNAP act hiacc,1,1,1,1,1,1.1
bIAP act,1,0.9,1,0.9,1,1
bIAP inh,2,7,4,12,-4,-4
FLuc act counter,1,1,1,1,1,1.1
L major viab,/,-3,-7,-5,-5,100*

13	Cc1ccc2nc(C)cc(Nc3ccc([N+](=O)[O-])cc3)c2c1
14	CSc1nc(NC(C)C)nc(N2CCOCC2)n1
15	O=C(c1cccnc1)N1CCCc2ccccc21
16	CC(=O)C1=C(C)OC(N)=C(C#N)C1c1cccnc1 (stereo not given)
17	Cc1ccc(-n2c(=O)c3sccc3n(CC(=O)N3CCCC3)c2=O)cc1
18	O=C(Nc1ccc2c(c1)OCO2)C(c1ccccc1)N1CCN(C(=O)c2ccco2)CC1 (stereo not given)
assay / entry,13,14,15,16,17,18
FLuc inhib CS,-2,-5,-5,-4,-6,14
APP transl inh,19,-4,-26,7,-3,19
TNAP inh hiacc,9,-3,-4,-4,-4,-4
TNAP inh no acc,-10,-10,-14,-10,-13,-14
RAM network inh,6.9,2.4,0.7,0.0,0.6,-0.5
TNAP act hiacc,0.9,1,1,1,1,1
bIAP act,1,1,0.9,1.2,1,1.3
bIAP inh,-1,5,14,-18,4,-34
FLuc act counter,1,1.1,1.1,1,1.1,0.9
L major viab,101*,-2,1,-5,-4,2

19	c1cnc(NC2C3CC4CC(C3)CC2C4)nc1 (stereo not given)
20	CC(C)CCSc1nnc(Cn2c(=O)sc3ccccc32)n1C
21	COCCCNC(=O)C1CCC(CNS(=O)(=O)c2ccc(OC)cc2)CC1 (stereo not given)
22	COC(=O)C1=C(C)NC(C)=C(C(=O)OC)C1c1cn(-c2ccccc2)nc1-c1ccco1
23	O=C(CSc1ccc2ccccc2c1)Nn1cnnc1
24	Cc1ccc(S(=O)(=O)N(CC(=O)O)Cc2ccccc2F)cc1
assay / entry,19,20,21,22,23,24
FLuc inhib CS,-2,-6,-3,-1,0,-4
APP transl inh,2,-4,10,-5,0,0
TNAP inh hiacc,-6,-2,-4,-4,1,-1
TNAP inh no acc,-9,-8,-16,-7,-10,-8
RAM network inh,-0.3,-0.7,0.5,3.0,-0.5,0.7
TNAP act hiacc,1.1,1,1,1,1,1
bIAP act,0.9,0.9,1,0.9,1,0.9
bIAP inh,5,14,1,6,3,6
FLuc act counter,1,1.1,1,1,1,1
L major viab,28,-7,-5,64*,-8,-3

25	CC(=O)c1ccc(NC(=O)CN2CCN(c3ncccn3)CC2)cc1
26	Cc1cc(C(C)c2ccccc2)c(O)c(CN2CCOCC2)c1C (stereo not given)
27	CCCNC(=O)CCCCn1c(=S)[nH]c2c([nH]c3ccc(OC)cc32)c1=O
28	COc1cccc(CNc2ccc(Br)cn2)c1O
29	CCOC(=O)c1nc2nc(C)cc(=O)n2[nH]1
30	c1ccc(SCc2cn3cccnc3n2)nc1
assay / entry,25,26,27,28,29,30
FLuc inhib CS,-1,4,1,62*,-2,-3
APP transl inh,-7,17,20,-152,-11,-6
TNAP inh hiacc,-8,1,-2,-1,-4,-2
TNAP inh no acc,-12,-4,-17,-9,-12,-4
RAM network inh,0.3,-0.1,4.2,-0.1,0.2,3.5
TNAP act hiacc,1.1,1,1,1,1,1
bIAP act,1.1,1,1.1,1,1,1.2
bIAP inh,-6,3,-12,0,-1,-15
FLuc act counter,1,1,1,0.4,1,1
L major viab,6,29,-9,-1,-11,-3

31	CCN(CC)S(=O)(=O)c1cc(NC(=O)COC(=O)CCC(=O)c2cccs2)ccc1C
32	CCOC(=O)c1csc(NC(=O)c2ccc(OC)c(OC)c2)n1
33	C/C(Cn1cnc([N+](=O)[O-])n1)=N\NC(=O)c1ccc(O)cc1O
34	CCOC(=O)c1ccc[n+](CC(=O)Nc2cc(C(F)(F)F)ccc2Cl)c1
35	O=C(CCS(=O)(=O)Cc1ccc(Cl)cc1)NCCCN1CCN(c2ccccc2F)CC1
36	CC(=O)NC1C(OCc2ccccc2)OC2COC(c3ccccc3)OC2C1OCC(=O)O (stereo not given)
assay / entry,31,32,33,34,35,36
FLuc inhib CS,0,-2,-3,-4,-1,0
APP transl inh,-14,14,-28,1,0,-7
TNAP inh hiacc,0,-4,-2,1,-5,-3
TNAP inh no acc,-6,-12,-4,-6,-11,-7
RAM network inh,7.4,0.2,1.4,0.3,-0.8,2.7
TNAP act hiacc,1,1,1,1,1.1,1
bIAP act,1,1,1,1.1,1,1
bIAP inh,4,2,-1,-6,4,1
FLuc act counter,1,1,1,1,1,1
L major viab,-11,3,7,-2,6,-7

37	CC(C)c1nnc(NC(=O)CCC(=O)NCC2CCCO2)s1 (stereo not given)
38	COc1nc(C)nc2c1ccc1ccccc12
39	Cc1nnc(SCC(=O)NNC(=O)c2ccc(Cl)cc2)n1CC1CCCO1 (stereo not given)
40	CCCCNC(=O)CCn1nc(-c2ccccc2)ccc1=O
41	COc1ccc(-c2nc(CSCC(=O)NCc3ccco3)c(C)o2)cc1
42	CCN(CC)CCCN1C(=O)C(=O)/C(=C(/O)c2ccc3c(c2)CC(C)O3)C1c1cccnc1 (stereo not given)
assay / entry,37,38,39,40,41,42
FLuc inhib CS,-2,1,-8,-8,10,-5
APP transl inh,0,12,10,5,10,/
TNAP inh hiacc,-2,-3,-6,-6,1,-4
TNAP inh no acc,-6,-3,-17,-21,-9,-14
RAM network inh,0.3,-0.2,2.8,0.9,0.9,/
TNAP act hiacc,1,1,1.1,1.1,1,1
bIAP act,1,0.9,1.3,0.9,1,1
bIAP inh,2,11,-32,6,1,2
FLuc act counter,1,1,1.1,1.1,0.9,1
L major viab,-6,-8,-3,-2,1,/

2 compounds from above, showing only TNAP inh hiacc, L major viab and FLuc inhib CS:
nr	canonical_smiles	TNAP inh hiacc	L major viab	FLuc inhib CS
41	COc1ccc(-c2nc(CSCC(=O)NCc3ccco3)c(C)o2)cc1	1	1	10
42	CCN(CC)CCCN1C(=O)C(=O)/C(=C(/O)c2ccc3c(c2)CC(C)O3)C1c1cccnc1 (stereo not given)	-4	/	-5

Later entries:
43	CC1CCN(CCCNC(=O)C2CCC(=O)N2C2CCCC2)CC1 (stereo not given)
44	COc1ccc2c(CC#N)c[nH]c2c1
45	O=C(NCCc1ccccc1)C1CC(c2ccccc2O)=NO1 (stereo not given)
46	Cc1ccc(C(=O)Nc2ccc(SC(F)F)cc2)s1
47	O=C1c2ccccc2C(Nc2ccccc2)N1c1ccc(Cl)cn1 (stereo not given)
48	Cc1cccc(N/C(N)=N/c2nc(C(F)(F)F)cc(C(F)(F)F)n2)c1
assay / entry,43,44,45,46,47,48
FLuc inhib CS,-2,2,-1,46,0,-2
APP transl inh,20,17,-21,-112,-2,2
TNAP inh hiacc,-5,0,-4,-3,-4,-3
TNAP inh no acc,-4,-3,-10,0,-10,-7
RAM network inh,1.6,1.2,1.1,2.7,3.1,1.8
TNAP act hiacc,1.1,1,1,1,1,1
bIAP act,1,0.9,0.3,0.9,1,1
bIAP inh,2,14,/,10,0,-1
FLuc act counter,1,1,1,0.5,1,1
L major viab,-1,-5,-7,6,17,7

49	O=C(/C=C/c1ccccc1)NCCCNC(=O)/C=C/c1ccccc1
50	CC(/C=N/NC(=O)c1ccco1)=C\c1ccccc1
51	COc1ccc(C(=O)Nc2cc(C)on2)cc1
52	CC(=O)Nc1cccc(Oc2ncnc3scc(-c4ccc(C(C)C)cc4)c23)c1
53	COc1ccc(-c2csc(NC(=O)c3nc(-c4ccccc4)oc3C)n2)cc1
54	COc1ccc(S(=O)(=O)NCc2ccccn2)cc1
assay / entry,49,50,51,52,53,54
FLuc inhib CS,4,90*,73*,-6,-2,-6
APP transl inh,-6,-161,-92,2,-3,-7
TNAP inh hiacc,-6,-5,-6,-5,-1,-2
TNAP inh no acc,-12,-14,-12,-8,-11,-8
RAM network inh,1.5,2.2,2.8,7.6,3.5,-0.2
TNAP act hiacc,1.1,1,1.1,1.1,1,1
bIAP act,1.1,0.9,0.9,0.8,1.1,0.9
bIAP inh,-9,8,7,25,-6,12
FLuc act counter,1,0.1,0.3,1.1,1,1.1
L major viab,-7,1,-3,14,-1,-4

55	O=C(COc1cccc(NC(=O)c2ccco2)c1)c1ccc(F)cc1
56	O=C(CSc1nnc(Cn2nnc3ccccc32)o1)N(Cc1ccc(Cl)cc1)c1ccccc1
57	CC(=NCc1ccncc1)C1=C(O)c2ccccc2C1=O
58	CN1CCN(C(=O)/C(=C\c2cccs2)NC(=O)c2ccco2)CC1
59	CCCCc1c(O)nc(SCC(=O)Nc2ccc3c(c2)CCC3)[nH]c1=O
60	COc1ccccc1OCC(=O)/C=C1/N(C)c2ccccc2C1(C)C
61	CCO[C@@H]1OC(C(=O)N2CCN(Cc3ccc4c(c3)OCO4)CC2)=C[C@H](C2CCCCC2)[C@H]1CCCO
assay / entry,55,56,57,58,59,60,61
FLuc inhib CS,1,-2,23,-4,-3,-3,8
APP transl inh,0,/,/,-1,-5,-7,0
TNAP inh hiacc,0,-4,-1,-1,-6,1,4
TNAP inh no acc,-5,-6,-1,-18,-14,-8,4
RAM network inh,0.5,5.5,0.0,0.9,6.0,0.3,-1.0
TNAP act hiacc,1,1,1,1,1.1,1,1
bIAP act,0.8,0.9,0.9,1,0.9,1,1.2
bIAP inh,24,7,9,4,12,0,-16
FLuc act counter,1,1,0.8,1,1,1,0.9
L major viab,29,6,3,3,-10,57*,67*
